Source: PubChem
MrgX1 antagonist: human MrgX1 receptor antagonism, primary screen | Q96LB2 | AID 588676 | hit rate 1.3% among 310,000 | B-score at 10 µM | MRGX1-HEK293 calcium flux, Fluo-4, BAM8-22 antagonism; hits give low values;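 active means calcium-response B-score plate-corrected more than 3 library SD below zero, starting fluorescence within 5 deviations, no agonist response on first addition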;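 further: peak minus trough fluorescence over baseline after final BAM8-22 challenge near maximal dose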
SKKanGAS inh: SKKanGAS growth inhibition | hit rate 1.3% among 300,000 | inhibition, % at 7.5 µM | AID 1662 | S. pyogenes SKKanGAS, kanamycin growth, BacTiter-Glo, 6 h;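 active means mean replicate score, as percent of positive control median, at least 50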;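 further: strain carries kanamycin resistance gene driven by streptokinase promoter and grows in 40 µg/ml kanamycin; loss of luminescence reflects streptokinase promoter inhibition or plain growth inhibition; 0% = median of DMSO wells and 100% = positive control at its reference dose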
TRPC4 block: blocks the mouse TRPC4 cation channel; Q9QUQ5; HEK293 TRPC4beta/mu-opioid, DAMGO-evoked Fluo4 calcium flux; hits give low values; B-score at 10 µM; hit rate 0.39% among 300,000;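 active means B-score over 3 SD under the library average, no early fluorescence shift, positive overall ratio signal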
Target sequence (Q9QUQ5 whole entry, looked up): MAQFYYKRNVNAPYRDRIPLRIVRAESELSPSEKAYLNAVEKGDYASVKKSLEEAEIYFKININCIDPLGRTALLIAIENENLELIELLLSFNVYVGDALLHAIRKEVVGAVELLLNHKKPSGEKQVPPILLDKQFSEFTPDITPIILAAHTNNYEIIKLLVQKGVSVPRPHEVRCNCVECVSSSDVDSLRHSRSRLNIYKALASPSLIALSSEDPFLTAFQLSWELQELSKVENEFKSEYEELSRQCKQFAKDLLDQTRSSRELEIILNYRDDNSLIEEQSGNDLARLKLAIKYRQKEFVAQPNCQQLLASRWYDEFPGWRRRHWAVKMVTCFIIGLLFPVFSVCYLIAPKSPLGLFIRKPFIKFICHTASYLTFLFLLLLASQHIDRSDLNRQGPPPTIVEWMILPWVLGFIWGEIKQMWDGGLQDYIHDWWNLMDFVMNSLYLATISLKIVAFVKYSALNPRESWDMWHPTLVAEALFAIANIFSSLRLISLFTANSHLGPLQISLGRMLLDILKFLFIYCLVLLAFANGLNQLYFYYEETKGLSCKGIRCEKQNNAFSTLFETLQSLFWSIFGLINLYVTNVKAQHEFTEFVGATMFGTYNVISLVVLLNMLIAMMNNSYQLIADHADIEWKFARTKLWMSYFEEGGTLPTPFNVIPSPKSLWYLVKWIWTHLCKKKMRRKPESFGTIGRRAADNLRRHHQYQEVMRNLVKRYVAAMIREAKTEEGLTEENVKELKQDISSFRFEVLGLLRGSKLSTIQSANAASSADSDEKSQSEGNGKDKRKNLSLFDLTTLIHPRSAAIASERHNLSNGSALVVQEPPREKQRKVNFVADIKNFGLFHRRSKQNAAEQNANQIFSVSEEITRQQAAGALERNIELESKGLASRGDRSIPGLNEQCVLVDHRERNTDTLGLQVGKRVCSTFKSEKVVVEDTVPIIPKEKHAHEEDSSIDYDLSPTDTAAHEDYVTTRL
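material = TRPC4beta/mu-opioid receptor HEK293 cell line | probe or stimulus = sequential submaximal and maximal DAMGO stimulation | compound dosing = one concentration per compound | measured by = Fluo4 Ca2+ flux fluorescence | evaluation = integrated fluorescence ratio relative to baseline, converted to per-well B score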
MrgX1 allo act: human MrgX1 positive allosteric modulation, primary screen; Q96LB2; MrgX1-HEK293, Fluo-4 calcium flux, FDSS; hits give high values; B-score at 10 µM; hit rate 0.63% among 310,000; AID 588675;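 active means plate-corrected calcium response at least 3 library SD above typical, normal starting fluorescence, not activating the receptor alone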;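 further: compound read alongside a low EC10 to EC30 dose of BAM8-22 agonist; peak minus trough fluorescence over baseline measured at the second addition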
TRPC6 inhibitor: inhibitors of mouse TRPC6 channel; Q61143; HEK293-TRPC6, membrane potential dye, ACh-evoked depolarization; hits give low values; B-score at 10 µM; hit rate 1.1% among 310,000;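 active means B-score under library mean minus 3 SD, initial fluorescence not abnormally high, positive integrated signal ratio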;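 further: B-score derived from integrated fluorescence ratio over the kinetic read; more negative B-score means stronger inhibition of depolarization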
Platelet DG rel: modulates dense granule release in human platelets; human platelet-rich plasma, SFLLRN dense granule ATP release, luminescence; inhibition, %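 (compounds screened at 7.5 µM in platelet-rich plasma)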; hit rate 0.22% among 300,000;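 active means mean replicate score, as percent of positive control, at or above 50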
HIF act: HIF pathway transcriptional activation. activation, % at 7.5 µM (by protocol). U2OS HRE-luciferase reporter, luminescence; normalized: DMSO 0%, desferrioxamine 100%. hit rate 0.32% among 300,000;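 active means mean activation of at least 10% of the iron chelator positive control signal, with at least half of replicates also reaching 10%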
TRPC6 activator: activators of mouse TRPC6 channel. Q61143. HEK293-TRPC6 membrane potential dye fluorescence; hits give high values. B-score at 10 µM. hit rate 0.13% among 310,000. AID 2550;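 active means B-score of the integrated fluorescence ratio above library mean plus 3 SD, and starting fluorescence ratio within library mean plus 5 SD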;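 further: higher score means more depolarization so channel activation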
RGS4 act: RGS4 potentiation or activation | AID 463111 | B-score at 10 µM | HEK293 M3R/inducible RGS4, carbachol calcium flux Fluo4; hits give low values | hit rate 0.92% among 310,000;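 active means B-score of the integrated calcium signal more than 4 SD below the library mean, with starting fluorescence not abnormally high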;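 further: negative B-score means reduced calcium response which marks RGS4 activation or potentiation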
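test system = HEK293 cells with stable M3R and inducible RGS4 | schedule = recording 10 s baseline at 1 Hz, 100 s post-agonist | technique = Fluo4-AM (2 µM) calcium-flux fluorescence, kinetic read | measure = Agonist-evoked peak-minus-minimum fluorescence over baseline, integrated ratio, B score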
RGS4 inh: human RGS4 inhibition; hit rate 0.45% among 310,000; HEK293 M3R/RGS4 inducible, Fluo-4 calcium flux; hits give high values; triggered by carbachol at its EC20; B-score at 10 µM; P49798;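 active means B-score, a plate-corrected calcium signal, over three deviations above library mean, with baseline fluorescence within five deviations of library mean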;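 further: RGS4 expression induced by doxycycline in cells with stable M3 receptor; B-score is computed from the integrated fluorescence ratio over baseline after carbachol; higher B-score means a larger calcium signal and so more RGS4 inhibition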
MrgX1 ag: human MrgX1 receptor agonism, primary screen. Q96LB2. MrgX1-HEK293 cells, Fluo-4 calcium fluorescence, agonist mode; hits give high values. B-score at 10 µM. hit rate 0.44% among 310,000;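 active means calcium response B-score plate-corrected fluorescence ratio at least 3 library SD, with starting fluorescence B-score inside 5 SD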
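Test system: Stable human MrgX1 HEK293 cell line | Schedule: Overnight plating before 1 h dye loading | Read-out basis: Baseline-normalised fluorescence change ratio, B-scored | Detection: Kinetic calcium dye fluorescence, Fluo-4 NW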
* = called active by the depositor; i = inactive; / = not tested or not shown; & = joins results of further samples.

SMILES | MrgX1 antagonist | SKKanGAS inh | TRPC4 block | MrgX1 allo act | TRPC6 inhibitor | Platelet DG rel | HIF act | TRPC6 activator | RGS4 act | RGS4 inh | MrgX1 ag
O=C(CCc1nnc2n(Cc3ccccc3)c(=O)c3ccccc3n12)NCCN1CCOCC1 | i | 7 | i | i | i | 2 | 0.1 | i | i | i | i
Cc1ccc(NC(=O)CCC(=O)N/N=C/c2ccc(O)cc2)cc1 | i | 2 | i | i | i | 0 | -1.8 | i | i | i | i
Cc1cc(C)nc(NC(=O)c2ccc(COc3ccccc3Cl)cc2)c1 | i | 18 | i | i | i | 6 | 0.0 | i | i | i | i
COc1ccc(-c2coc3c(C)c4oc(=O)c(CCC(=O)O)c(C)c4cc23)cc1 | i | 53* | i | i | i | -4 | -0.2 | i | i | i | i
N#CC(c1ccccc1)c1cnccn1 (stereo not drawn) | i | 0 | i | i | i | 1 | -1.1 | i | i | i | i
CC1C(=O)N2CCCc3cc(NC(=O)C4CC4)cc1c32 (stereo not drawn) | i | 0 | i | i | i | -1 | 1.4 | i | i | i | i
C/C(=N\Nc1nc2ccccc2[nH]1)c1ccc2c(c1)OCO2 | i | 58* | -8* | i | -10* | 9 | 0.7 | i | i | i | i
CCOC(=O)/C(=C\c1c[nH]c2ccccc12)NC(C)=O | i | -5 | i | i | i | -5 | 0.2 | i | i | i | i
C/C(=N\OCC(=O)NCC(F)(F)F)c1cc2ccccc2o1 | i | -9 | i | i | i | -37 | 1.0 | i | i | i | i
CC1CCCN(CC(O)COC(c2ccccc2)c2ccccc2)C1 (stereo not drawn) | i | -7 | i | i | i | -1 | 0.0 | i | i | i | i
O=C(O)CSC1CC(=O)N(c2ccc(Br)cc2)C1=O (stereo not drawn) | i | -2 | i | i | i | -9 | -1.3 | i | i | i | i
Cc1ccc(S(=O)(=O)Cc2cn3cccnc3n2)cc1 | / | -3 | i | / | i | 1 | -0.4 | i | i | i | /
O=C(N/N=C/c1ccccn1)c1ccc(Br)o1 | i | 3 | i | i | i | / | -0.7 | i | i | i | i
CC(C)=C1C2CCC1C1C(=O)N(c3nc(-c4ccc(F)cc4)c(C)s3)C(=O)C21 (stereo not drawn) | i | 15 | i | i | i | -6 | 0.4 | i | i | i | i
Cc1csc(NC(=O)c2cc3c(s2)CCCCC3)n1 | i | 14 | i | i | i | 26 | -3.9 | i | i | i | i
Cc1ccc(Cl)cc1N1CCN(C(=O)CCCn2c(=O)c3cccn3c3cccnc32)CC1 | i | 32 | i | i | i | 12 | 0.1 | i | -7.9* | i | i
O=C(Oc1ccc2ccc(=O)oc2c1)N1CCOCC1 | i | -5 | i | i | i | -2 | -0.1 | i | i | i | i
O=S(=O)(c1ccc2ccccc2c1)N1CCCCC1 | i | -8 | i | i | i | -2 | 0.0 | i | i | i | i
CC(=O)c1c(C)oc2ccc(NS(=O)(=O)c3ccc(C)cc3)cc12 | i | 16 | i | i | i | 2 | 0.1 | i | i | i | i
COc1cc(OC)c(C(=O)OCCCOC(=O)c2cc(OC)c(OC)cc2OC)cc1OC | i | -3 | i | i | i | 7 | 0.3 | i | i | i | i
O=C(NCC(O)COc1ccc([N+](=O)[O-])cc1)c1ccccc1 (stereo not drawn) | i | -6 | i | i | i | -25 | 0.2 | i | i | i | i
CC(C)(C)OC(=O)NCCCC[C@H](NC(=O)c1[nH]cnc1C(=O)N[C@@H](Cc1ccccc1)C(=O)OC(C)(C)C)C(=O)OC(C)(C)C | i | 38 | i | i | i | 3 | -0.5 | i | i | i | i
CCSc1nnc(NC(=O)C2(C)Cc3ccccc3C(=O)O2)s1 (stereo not drawn) | i | -1 | i | i | i | 5 | 0.0 | i | i | i | i
N#C/C(=C\Nc1ccc2c(c1)OCCO2)C(=O)NCc1ccco1 | i | -9 | i | i | i | -19 | 3.4 | i | i | i | i
Cc1cccc(-c2nc(CS(=O)CC(=O)N3CC(C)CC(C)C3)c(C)o2)c1 (stereo not drawn) | i | -11 | i | i | i | 0 | 0.1 | i | i | i | i
CN1CCN(c2ccc([N+](=O)[O-])cc2S(=O)(=O)N2CCOCC2)CC1 | i | 5 | i | i | i | 2 | 2.2 | i | i | i | i
CN1C(=O)C2C=CC1C1C(=O)N(c3ccccc3)C(=O)C21 (stereo not drawn) | i | 1 | i | i | i | 13 | 1.6 | i | i | i | i
Cc1ccc(C)c(Oc2coc3cc(OCC(=O)Nc4ccccc4C(C)C)ccc3c2=O)c1 | i | 21 | i | i | i | 2 | -0.5 | i | i | i | i
Nc1ccn([C@H]2C[C@H](O)[C@@H](CO)O2)c(=O)n1 | i | 4&2 | i | i | i | -2&-1 | 0.0&-0.4 | i | i | i | i
COCCCn1c(SCC(=O)NC2CCCC2)nnc1-c1ccncc1 | i | 3 | i | i | i | 13 | 0.0 | i | i | i | i
COc1ccc(-n2cnnc2SCC(=O)NCc2cccs2)cc1 | i | 3 | i | i | i | 17 | -0.1 | i | i | i | i
FC(F)(F)COc1nc(N/N=C/c2cccnc2)nc(N2CCCCC2c2ccccn2)n1 (stereo not drawn) | i | -3 | i | i | i | -1 | -0.5 | i | i | i | i
COc1ccc2cc(CN(CCc3ccccc3)Cc3nnnn3CC3CCCO3)c(=O)[nH]c2c1 (stereo not drawn) | i | -4 | i | i | i | 8 | -0.3 | i | i | i | i
O=C1N/C(=N/N=C/c2ccccc2)SC1(c1ccccc1)c1ccccc1 | i | -1 | i | i | i | -5 | -0.6 | i | i | i | i
Cc1cc(=O)[nH]c(SCC(=O)NNC(=O)Cc2ccccc2)n1 | i | -5 | i | i | i | -8 | -0.4 | i | i | i | i
CC(C)(C)C(=O)Nc1ccccc1C(=O)NCCCn1ccnc1 | i | 0 | i | i | i | -9 | 0.1 | i | i | i | i
Cc1ccc(-c2nnc(CSc3nnc(COc4ccccc4)n3-c3ccc(C)cc3)o2)cc1 | i | 14 | i | i | i | -5 | -1.0 | i | i | i | i
Cc1cc(OCCCC(=O)NNC(=O)c2ccncc2)ccc1Cl | i | -18 | i | i | i | 17 | -0.5 | i | i | i | i
COc1ccc(-c2nc(CSCC(=O)N3CCN(C)CC3)c(C)o2)cc1OC | i | -2 | i | i | i | 19 | -0.3 | i | i | i | i
COc1ccc(CNC(=O)COc2cccnc2[N+](=O)[O-])cc1 | i | 6 | i | i | i | 0 | 0.4 | i | i | i | i
Cc1cc(C)n(CNc2nc(C(F)(F)F)cs2)n1 | i | 0 | i | i | i | -3 | 0.1 | i | i | i | i
CNC(=O)c1cc(C(=O)c2ccc(C(F)(F)F)cc2)c[nH]1 | i | 0 | i | i | i | -5 | -4.9 | i | i | i | i
COCCC1CCCCN1C(=O)c1ccc2nc(Cc3ccccc3F)oc2c1 (stereo not drawn) | i | 7 | i | i | i | 2 | 3.2 | i | i | i | i
COc1cc(CNC(C)(C)CO)cc(Br)c1OCc1ccc(Cl)cc1Cl | i | 1 | i | i | i | -1 | -0.8 | i | i | i | i
O=C(COc1ccc(F)cc1Br)NCc1ccccn1 | i | -6 | i | i | i | 1 | 4.4 | i | i | i | i
O=S(=O)(Nc1ccc2ccccc2n1)c1ccc2c(c1)CCO2 | i | -3 | i | i | i | -1 | -0.3 | i | i | i | i
Cc1ccccc1N1C(=O)CSC1=C(C#N)C#N | i | 8 | i | i | i | 0 | 0.0 | i | i | i | i
Cn1c(=O)c2c(nc(-n3ccnc3)n2Cc2ccc(Cl)cc2Cl)n(C)c1=O | i | -2 | i | i | i | 1 | 0.4 | i | i | i | i
CCOc1ccc(Nc2nc(N)c([N+](=O)[O-])c(N3CCN(C)CC3)n2)cc1 | i | 4 | i | i | i | 0 | 0.7 | i | i | i | i
CCOC(=O)/C(C#N)=C/c1cn(CCOc2ccccc2)c2ccccc12 | i | 5 | i | i | i | 6 | -0.1 | i | i | i | i
COc1ccccc1N1CCN(C2CCCN(S(=O)(=O)c3ccc(C)cc3)C2)CC1 (stereo not drawn) | i | -5 | i | i | i | 1 | -0.6 | i | i | i | i
Cc1ccc(C(=O)Nc2cccc([N+](=O)[O-])c2)cc1S(=O)(=O)Nc1ccc(C(=O)O)cc1 | i | 8 | i | i | i | 4 | -0.1 | i | i | i | i
CC(Oc1ccccc1)C(=O)NCc1cccnc1 (stereo not drawn) | i | -1 | i | i | i | 10 | -0.2 | i | i | i | i
COc1ccccc1NC(=O)CCS(=O)(=O)c1ccc2c(c1)oc(=O)n2C | i | 0 | i | i | i | 8 | -0.8 | i | i | i | i
O=C(CCSc1ccc(Cl)cc1)N1CCOCC1 | i | 0 | i | i | i | -2 | 2.2 | i | i | i | i
COc1cccc(-n2c(SCC(=O)Nc3nccs3)nnc2-c2ccoc2C)c1 | i | 12 | i | i | i | -7 | -42 | i | i | i | i
CC(C)/C=C1\CC/C(=C\c2cccnc2)C1=O | i | -8 | i | i | i | 11 | 0.1 | i | i | i | i
Cc1cc2c(cc1S(=O)(=O)N1CCN(c3ccccc3)CC1)OCC(=O)N2 | i | -16 | i | i | i | -6 | -0.2 | i | i | i | i
COCCOC(=O)c1c(C)oc2ccc(OCc3ccccc3)cc12 | i | -2 | i | i | i | 6 | -0.3 | i | i | i | i
O=C(N1CCCCC1)N1CCC(c2nc3ccccc3[nH]2)CC1 | i | 2 | i | i | i | 4 | 0.0 | i | i | i | i
COc1ccc(-c2cc3c(=O)n(CC(=O)NCCN4CCCC4)nc(C)n3n2)cc1 | i | 18 | i | i | i | 4 | -0.3 | i | i | i | i
O=C(NCCS(=O)(=O)c1ccc(Br)cc1)c1c(F)cccc1F | i | 1 | i | i | i | -15 | -0.1 | i | i | i | i
CCOc1cc(/C=N/NC(N)=O)ccc1OC(=O)c1ccc(C)cc1 | i | -7 | i | i | i | -2 | 0.4 | i | i | i | i

The order is random (roughly 6.1% active in at least one column).
